CCT modulator: High-Throughput Screening for Modulators of Cytosolic Chaperonin Activity. purified chaperonin ATPase assay, HTRF ADP detection, 30 min. activity change, % (no concentration beside the values), hits read low. actives 0.3% (n = 360,000). AID 651819, 2012; in the data active means activity change below about -30%; further: on the % scale 0 is the no-effect control and ±100 the full control effect
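ATPase activity: ADP formed was measured by HTRF Transcreener (665/615 nm ratio) after 30 min at 37 deg C with 10 uM ATP. Compounds screened at one 76 uM concentration against 40 or 20 nM TRiC in Tris pH 7.4/KCl/MgCl2/DTT buffer.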
Nrf2 block: Nrf2 qHTS screen for inhibitors. A549 ARE-Fluc reporter, luciferase luminescence, 18-24 h. Potency, µM (doses to about 46 µM), for the others: top-dose activity change, negative = inhibition, actives largely listed as inhibitors. actives 2.1% (n = 360,000); further: potency means the concentration at half of the fitted maximal effect; on the % scale 0 is the no-effect control and ±100 the full control effect; nearly all actives have a fitted effect of over 60% in size
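Nrf2 activity is the BugLite luminescence, read 15 min after reagent at room temperature, following CellTiter-Fluor cytotoxicity readout (30 min, 37C). Compound titrations were applied for 18-24 h to 5000 A549 ARE_Fluc cells/well in 5% FBS OPTI-MEM.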
TGFb inhibitor: qHTS for Inhibitors of TGF-b | HepG2 CAGA-GFP TGF-b/SMAD3 reporter, GFP fluorescence, 18 h; TGF-beta stimulated, 500 pg/mL final | Potency, µM (doses to about 46.1 µM), inactives show at the top dose activity, negative = inhibition, actives largely listed as inhibitors | actives 1.2% (n = 410,000) | AID 588855, 2011; further: potency means the concentration at half of the fitted maximal effect; on the % scale 0 is the no-effect control and ±100 the full control effect; nearly all actives have a fitted effect of over 65% in size
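First, reporter cells (HEPG2 CAGA-GFP) rested 2 h at 37 degrees C. Next, compounds were pinned in and TGF-beta added to 500 pg/mL final. After 18 h, GFP was imaged per cell and summed per well.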
Abeta yeast res: qHTS for compounds that reverse cellular toxicity of Amyloid beta (A-beta) peptide in yeast: Primary Screen | yeast expressing A-beta42, growth rescue, OD600, 48 h; response scale: 0% DMSO, 100% iron-clioquinol control | Potency, µM (series often up to 46.1 µM), for the others: at the highest dose growth rescue, actives largely listed as activators | actives 0.063% (n = 410,000) | AID 1347071, 2019; further: potency means the concentration at half of the fitted maximal effect; nearly all actives have a fitted effect of over 55% in size
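Growth rescue measured by 600 nm absorbance after 48 h yeast culture at 30 C with compound. Values normalized between DMSO and an equimolar ferric chloride plus clioquinol control.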
MmCpn inh: Inhibitors of TCP-1 ring complex (TRiC) of Methanococcus maripaludis (MmCpn): qHTS; purified Mm-Cpn ATPase, ADP Transcreener TR-FRET; AID 504842, 2011; Potency, µM (top dose mostly 76.9 µM), for inactives: at the top dose activity, negative = inhibition, usual class: inhibitors; Chaperonin Mm-Cpn (Methanococcus maripaludis); actives 0.031% (n = 330,000); further: potency means the concentration at half of the fitted maximal effect; on the % scale 0 is the no-effect control and ±100 the full control effect; nearly all actives have a fitted effect of over 80% in size
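Inhibition of chaperonin ATP hydrolysis is measured as reduced ADP production, detected by competitive TR-FRET in which signal falls with ADP. Final enzyme 25 nM and ATP 10 uM, reacted 30 min at 37°C.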
Akt phos inh: HTS Assay for Inhibitors of Akt Phophorylation: Primary Screen; Neuro2A IGF-stimulated pAkt S473 HTRF, 20 min; stronger effect = lower value; activity change, % for hits at 50 µM; actives 0.32% (n = 360,000); in the data active means activity change below about -80%; inconclusive means mostly about -51% to -80%; further: on the % scale 0 is the no-effect control and ±100 the full control effect
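Neuro2A cells (4,500/well, DMEM with 0.5% FBS) were treated with compound at a single 50 µM final concentration, stimulated with 6 nM IGF for 20 min at 37 °C, and lysed. Phospho-Akt Ser473 was read by HTRF as 665/615 ratio ×10^4.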
Nrf2 activator: qHTS of Nrf2 Activators | AREc32 ARE-luciferase reporter (MCF7-derived line), luminescence, 24 h | Potency, µM (series often up to 46.1 µM), without a hit: top-dose activation, most hits filed as activators | actives 0.31% (n = 410,000) | AID 624171, 2012; further: potency means the concentration at half of the fitted maximal effect; % of control where 0% means no effect; nearly all actives have a fitted effect of over 65% in size
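Cells of the AREc32 ARE-luciferase line are plated in OPTI-MEM containing 5% FBS and left overnight at 37 deg C. Compounds are pinned in, incubation continues 24 hr, and firefly luciferase signal is then measured.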
A549 viability: Nrf2 qHTS screen for inhibitors: counterscreen for cytotoxicity; A549 ARE-Fluc cells, CellTiter-Fluor viability, 18-24 h; Potency, µM (titrated, usually from 46 µM), without a hit: at the top dose activity change, negative = cytotoxicity, actives largely listed as inhibitors; actives 0.16% (n = 390,000); AID 504648, 2011; further: potency means the concentration at half of the fitted maximal effect; on the % scale 0 is the no-effect control and ±100 the full control effect
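Cytotoxicity counterscreen: CellTiter-Fluor fluorescence was measured in A549 ARE_Fluc cells after 18-24 h of compound exposure in a concentration series. The subsequent BugLite luminescent read reports ARE-luciferase activity.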
HepG2 viability: qHTS for Inhibitors of TGF-b: Cytotox Counterscreen; HepG2 CAGA-GFP viability, ATP luminescence, 18 h; Potency, µM (top dose mostly 46.1 µM), for inactives: top-dose activity change, negative = cytotoxicity, usual class: cytotoxic; actives 0.76% (n = 410,000); AID 588856, 2011; further: potency means the concentration at half of the fitted maximal effect; some results filed as inactive show a strong effect at the top dose
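HepG2 CAGA-GFP cells (1000/well, DMEM with 1% FBS) received compound, then TGF-beta at 500 pg/mL final, and were incubated 18 hours at 37 degrees C. Viability was read by CellTiter-Glo luminescence. Media-only wells were set as complete cell-killing and DMSO as no toxicity.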
The depositor's hits bear a star; i = inactive; ? = inconclusive; / = no result given; [ ] = remark or other dose. Unless noted, the call rests on the fitted dose curve; in most records, active means well fitted curve in the direction sought with a large enough effect; inconclusive means small, poorly fitted or top-dose-only effect, or another doubt; inactive means no such curve, though single readings can be large; an effect the other way counts as inactive or inconclusive.

#1 CCC(C)CCN1C(Nc2ccccc2)=NC[C@@H]1Cc1ccccc1 (stereo not given in full)
#2 Cc1ccc(NC(=O)COC(=O)c2ccc(C)c(S(=O)(=O)N3CCOCC3)c2)cc1
#3 CCOC(=O)c1c(-c2ccc(F)cc2)csc1NC(=O)C1CC=CCC1C(=O)O (stereo not given)
#4 CC1(C(=O)NS(=O)(=O)c2cccc(C#N)c2)CCN1C(=O)CC1CC1 (stereo not given)
#5 O=C(Nc1ccnn1C1CCN(C(=O)c2ccc(F)cc2)CC1)C1CCOC1 (stereo not given)
#6 COc1ccc(OC)c(/C=N\NC(=O)c2cc3c(ccc4ccccc43)o2)c1
#7 Cc1nc2ccccc2n1S(=O)(=O)c1ccc(Br)cc1
#8 COc1ccc(N2C(=O)c3cc4ccccc4cc3C2=O)cc1

compound no.	1	2	3	4	5	6	7	8
CCT modulator	-2.5	1.3	1.1	-0.8	-3.3	0.4	-0.7	-1.8
Nrf2 block	10%	18%	-3%	/	7%	16%	-2%	-1%
TGFb inhibitor	?	0%	-7%	8%	?	-4%	6%	-4%
Abeta yeast res	7%	-5%	12%	-17%	-2%	3%	-13%	-13%
MmCpn inh	1%	-1%	-4%	/	0%	6%	1%	2%
Akt phos inh	i	i	i	i	i	i	i	i
Nrf2 activator	-0.5%	-0.5%	0.1%	-0.3%	-1.5%	-0.7%	-0.7%	15%
A549 viability	-21%	-6%	9%	/	0%	4%	5%	0%
HepG2 viability	-23%	-34%	-16%	10%	-19%	12%	3%	3%

#9 O=C1CCC(=O)N1CNc1ccccn1
#10 Cn1c(-c2ccsc2)c(-c2cccs2)c2cc(-c3cccc4[nH]ccc34)ccc21
#11 CCN(C(=O)COC(=O)Cc1c[nH]c2ccccc12)C1CCS(=O)(=O)C1 (stereo not given)
#12 COc1ccccc1N1CCN(CC(=O)N(CC(C)C)c2c(N)n(CC(C)C)c(=O)[nH]c2=O)CC1
#13 CN(C)S(=O)(=O)c1ccc(C(=O)OCCc2ccccc2)cc1
#14 c1ccc2n[nH]nc2c1
#15 COc1ccccc1/C=C1\SC(=S)N(Nc2nc(C)cc(C)n2)C1=O
#16 Cc1c(Cl)cccc1NC(=O)CCS(=O)(=O)c1cccc2nonc12

compound no.	9	10	11	12	13	14	15	16
CCT modulator	0.2	-4.0	1.5	3.5	-1.6	0.0	-0.9	-0.6
Nrf2 block	/	-3%	10%	-5%	9%	7%	?	-26%
TGFb inhibitor	8%	-17%	3%	8%	0%	-1%	4%	-2%
Abeta yeast res	-12%[9.22 µM]	6%	0%	-18%	-7%	-2%	-7%	-23%
MmCpn inh	1%	-9%	2%	0%	0%	/	1%	1%
Akt phos inh	i	i	i	i	i	i	i	i
Nrf2 activator	0.0%	4.7%	-0.4%	-0.2%	3.8%	-0.2%	0.2%	-0.8%
A549 viability	-3%	3%	1%	0%	-7%	-1%	9%	-8%
HepG2 viability	1%	3%	-3%	13%	6%	8%	-6%	3%

#17 CCOC(=O)c1c[nH]n(-c2ccccc2)c1=O
#18 Cn1cc(CN2CCC(CO)(CCCc3ccccc3)CC2)c(-c2ccccc2)n1
#19 CCCCn1nc(NC(=O)CCC)c2cc3cc(OC)ccc3nc21
#20 c1ccc2c(C(c3nnnn3-c3ccc4c(c3)OCCO4)N3CCCCC3)ccnc2c1 (stereo not given)
#21 CC(C)=CCN1CCN(Cc2ccc(C#CC(C)(C)O)s2)CC1CCO (stereo not given)
#22 CC(C(=O)O)n1c2ccccc2c2cnn(C)c(=O)c21 (stereo not given)
#23 COc1ccc(-c2cn3nc(N4CCCC(C(=O)Nc5ccc(C)c(C)c5)C4)sc3n2)cc1 (stereo not given)
#24 CCOC(=O)C1CCN(C(c2cc(OC)c(OC)c(OC)c2)c2sc3nc(C)nn3c2O)CC1 (stereo not given)

compound no.	17	18	19	20	21	22	23	24
CCT modulator	-0.3	-0.6	-2.6	-2.4	0.3	-0.3	/	0.4
Nrf2 block	11%	-6%	16%	/	7%	?	-6%	-8%
TGFb inhibitor	3%	-10%	6%	/	3%	6%	0%	0%
Abeta yeast res	-22%	11%	9%	-17%	-10%	-7%	8%	-4%
MmCpn inh	2%	-4%	-6%	/	0%	-4%	/	2%
Akt phos inh	i	i	i	i	i	i	/	i
Nrf2 activator	0.0%	-0.1%	3.5%	1.5%	2.0%	0.2%	0.9%	2.4%
A549 viability	-6%	-29%	1%	/	2%	-3%	-1%	0%
HepG2 viability	22%	-23%	-1%	/	4%	0%	-12%	8%

#25 CC1(C)NC(=O)N(CCOCCOc2c(Cl)cc(Cl)cc2Cl)C1=O
#26 Cc1ccc(NS(=O)(=O)c2cccc(C(=O)NCC(c3ccco3)N3CCCC3)c2)cc1 (stereo not given)
#27 O=C(/C=C/c1ccc([N+](=O)[O-])cc1)OCC(=O)N1CCCC1
#28 NCCc1nnc(SCc2c(Cl)cccc2Cl)o1
#29 Cc1ccc(NS(=O)(=O)c2c(C)nc3sccn3c2=O)cc1C
#30 CCOc1ccc(CCNC(=O)CCc2nnc3ccc(N4CCCC4)nn23)cc1OCC
#31 Cc1ccc(S(=O)(=O)N2CCN(Cc3ccccc3)CC2)c(C)c1NS(C)(=O)=O
#32 Cc1ccc(N(CC(=O)NCC2CCCO2)C(=O)CNS(=O)(=O)c2ccc(Cl)cc2)cc1 (stereo not given)

compound no.	25	26	27	28	29	30	31	32
CCT modulator	-0.8	1.5	-2.0	0.1	0.0	-0.5	/	-1.0
Nrf2 block	?	-29%	-12%	-6%	-13%	8%	/	-4%
TGFb inhibitor	4%	-11%	-2%	6%	-13%	1%	-6%	3%
Abeta yeast res	24%	20%	-10%	13%	5%	1%	3%	-6%
MmCpn inh	1%	1%	3%	1%	0%	-1%	/	1%
Akt phos inh	i	i	i	i	i	i	/	i
Nrf2 activator	0.1%	2.4%	?	0.1%	-0.1%	0.3%	1.0%	0.1%
A549 viability	12%	-7%	1%	-4%	-2%	-1%	8%	-3%
HepG2 viability	-28%	-21%	-36%	-19%	-17%	-1%	-23%	-6%

#33 COc1ccc(-c2noc(CSc3nnc(-c4ccc(Cl)cc4)n3C)n2)cc1OC
#34 Cc1ccccc1-c1c(C)oc2cc(O)ccc2c1=O
#35 Cc1n(Cc2ccccc2)c2cc([N+](=O)[O-])ccc2[n+]1Cc1ccccc1
#36 Cc1cc(O)c(-c2ccnc3cc(-c4ccccc4)nn23)cc1Cl
#37 Cc1ccc(OCC(=O)N2CCCC(CCC(=O)N(C)CCc3ccccn3)C2)cc1 (stereo not given)
#38 Cc1ccc(NC(=O)CC2S/C(=N/c3nccs3)N(C)C2=O)cc1C (stereo not given)
#39 O=C(O)c1nc(N2CCOCC2)nc(N2CCOCC2)n1
#40 CC(Cc1nnc(N)s1)c1ccccc1 (stereo not given)
#41 CN(CC(=O)Nc1cccc(F)c1)C(=O)c1cc([N+](=O)[O-])ccc1N1CCCCC1
#42 Cc1ccc(C)c(NC(=O)CNS(=O)(=O)c2ccccc2)c1
#43 COc1ccc(Cc2nc3ccc(C(=O)N(C)Cc4cc(C)[nH]n4)cc3o2)cc1OC

compound no.	33	34	35	36	37	38	39	40	41	42	43
CCT modulator	/	-1.9	-2.3	/	-0.4	-1.0	0.1	3.5	-0.8	2.5	-70*
Nrf2 block	5%	3%	0%	3%	-18%	?	4%	18%	4%	19%	12%
TGFb inhibitor	?	17%	8%	-22%	-29%	-3%	-3%	-14%	-18%	0%	7%
Abeta yeast res	-21%	9%	-9%	-9%	7%	2%	-5%	-1%	2%	5%	0%
MmCpn inh	/	0%	-1%	/	0%	-1%	0%	1%	1%	1%	-8%
Akt phos inh	/	i	i	/	i	i	i	i	i	i	i
Nrf2 activator	8.4%	0.0%	-1.1%	4.5%	3.3%	0.1%	0.4%	2.7%	0.0%	-0.1%	-0.8%
A549 viability	0%	-2%	3%	2%	1%	-18%	-10%	20%	-9%	-4%	-6%
HepG2 viability	-44%	-35%	5%	-18%	4%	-12%	-24%	-23%	0%	-5%	13%

Given in markdown: three of the compounds above
| No. | compound | CCT modulator | Nrf2 block | TGFb inhibitor | Abeta yeast res | MmCpn inh | Akt phos inh | Nrf2 activator | A549 viability | HepG2 viability |
| --- | --- | --- | --- | --- | --- | --- | --- | --- | --- | --- |
| 35 | Cc1n(Cc2ccccc2)c2cc([N+](=O)[O-])ccc2[n+]1Cc1ccccc1 | -2.3 | 0% | 8% | -9% | -1% | i | -1.1% | 3% | 5% |
| 36 | Cc1cc(O)c(-c2ccnc3cc(-c4ccccc4)nn23)cc1Cl | / | 3% | -22% | -9% | / | / | 4.5% | 2% | -18% |
| 37 | Cc1ccc(OCC(=O)N2CCCC(CCC(=O)N(C)CCc3ccccn3)C2)cc1 (stereo not given) | -0.4 | -18% | -29% | 7% | 0% | i | 3.3% | 1% | 4% |

Results in A549 viability, for some of the entries so far:
No.	structure	A549 viability
36	Cc1cc(O)c(-c2ccnc3cc(-c4ccccc4)nn23)cc1Cl	2%
37	Cc1ccc(OCC(=O)N2CCCC(CCC(=O)N(C)CCc3ccccn3)C2)cc1 (stereo not given)	1%
38	Cc1ccc(NC(=O)CC2S/C(=N/c3nccs3)N(C)C2=O)cc1C (stereo not given)	-18%

Assay outcomes (PubChem)
